PKA-R1A activ = activators of PKA-R1A holoenzyme, primary screen, biochemical, fluorescence polarization, Cy5-IP20, bovine R1A, mouse PKAc; PKA-R1A dissociation; scaled: DMSO 0%, 113 µM cGMP 100%; activation, % at 11.4 µM; 340,000 compounds, 0.083% hits; AID 504707, 2011;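 active = percent activation above the mean of all tested compounds plus 3 SD, cut at about 19% in these data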;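 also: higher means more PKAc released from R1A so a rise in polarization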
Arr AP2 block = inhibitors of beta-arrestin/AP2 binding, primary screen, biochemical, GPCR trafficking, flow cytometry; beta-arrestin 1 C-terminal peptide binding to AP2 beta2-adaptin appendage (human); FITC-arrestin peptide / GST-AP2 beads; AP2 beta2 appendage carries R879A mutation; inhibition, % at 10 µM; 340,000 compounds, 0.31% hits; AID 504490, 2011;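 active = inhibition above a set limit, near 3 SD of compounds lacking own fluorescence, cut at about 54% in these data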;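 also: plate controls were DMSO wells for no effect and 5 µM unlabelled arrestin peptide for full effect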
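test system = AP2 appendage R879A on GSH beads | buffer or medium = PBS plus Tween 20 (0.05%) and BSA (0.1%) | incubation = 12 min plus 1 h, RT | detection = bead flow cytometry, FITC channel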
PKA-R2B act = activators of PKA-R2B holoenzyme, primary screen, biochemical, fluorescence polarization, Cy5-IP20, human. cAMP-dependent protein kinase catalytic subunit beta (Homo sapiens) + cAMP-dependent …. PKA-R2B holoenzyme dissociation; R2B truncated from residue 108, S112A mutant; 0% DMSO only, 100% 113 µM cGMP. activation, % at 11.4 µM. 340,000 compounds, 0.079% hits;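 active = activation above a cutoff set at the mean over all compounds plus 3 SD, cut at about 18% in these data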;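 also: higher means more holoenzyme dissociation and a rise in polarization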
DSG3 Ab inh = inhibitors of pemphigus antibody binding to DSG3, primary screen, biochemical, bead-based, flow cytometry, scFv-GFP | Desmoglein-3 (Homo sapiens), P32926 | DSG3-coupled beads, scFv-anti-DSG3-GFP binding; stronger effect = lower value | binding (percent of control), % at 10 µM | 310,000 compounds, 0.48% hits;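 active = binding more than 3 SD below its plate's average and above zero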; also: some compounds called inactive have numbers as strong as hits
NSD2 HMT inh = NSD2 histone methyltransferase inhibitors, primary screen, biochemical, AlphaScreen, single concentration, set 2; Histone-lysine N-methyltransferase NSD2 (Homo sapiens), O96028; NSD2 peptide methylation, 120 min; inhibition, % at 12.5 µM; 310,000 compounds, 0.54% hits; in the data active = inhibition above about 50%
Target sequence (O96028 whole entry, looked up): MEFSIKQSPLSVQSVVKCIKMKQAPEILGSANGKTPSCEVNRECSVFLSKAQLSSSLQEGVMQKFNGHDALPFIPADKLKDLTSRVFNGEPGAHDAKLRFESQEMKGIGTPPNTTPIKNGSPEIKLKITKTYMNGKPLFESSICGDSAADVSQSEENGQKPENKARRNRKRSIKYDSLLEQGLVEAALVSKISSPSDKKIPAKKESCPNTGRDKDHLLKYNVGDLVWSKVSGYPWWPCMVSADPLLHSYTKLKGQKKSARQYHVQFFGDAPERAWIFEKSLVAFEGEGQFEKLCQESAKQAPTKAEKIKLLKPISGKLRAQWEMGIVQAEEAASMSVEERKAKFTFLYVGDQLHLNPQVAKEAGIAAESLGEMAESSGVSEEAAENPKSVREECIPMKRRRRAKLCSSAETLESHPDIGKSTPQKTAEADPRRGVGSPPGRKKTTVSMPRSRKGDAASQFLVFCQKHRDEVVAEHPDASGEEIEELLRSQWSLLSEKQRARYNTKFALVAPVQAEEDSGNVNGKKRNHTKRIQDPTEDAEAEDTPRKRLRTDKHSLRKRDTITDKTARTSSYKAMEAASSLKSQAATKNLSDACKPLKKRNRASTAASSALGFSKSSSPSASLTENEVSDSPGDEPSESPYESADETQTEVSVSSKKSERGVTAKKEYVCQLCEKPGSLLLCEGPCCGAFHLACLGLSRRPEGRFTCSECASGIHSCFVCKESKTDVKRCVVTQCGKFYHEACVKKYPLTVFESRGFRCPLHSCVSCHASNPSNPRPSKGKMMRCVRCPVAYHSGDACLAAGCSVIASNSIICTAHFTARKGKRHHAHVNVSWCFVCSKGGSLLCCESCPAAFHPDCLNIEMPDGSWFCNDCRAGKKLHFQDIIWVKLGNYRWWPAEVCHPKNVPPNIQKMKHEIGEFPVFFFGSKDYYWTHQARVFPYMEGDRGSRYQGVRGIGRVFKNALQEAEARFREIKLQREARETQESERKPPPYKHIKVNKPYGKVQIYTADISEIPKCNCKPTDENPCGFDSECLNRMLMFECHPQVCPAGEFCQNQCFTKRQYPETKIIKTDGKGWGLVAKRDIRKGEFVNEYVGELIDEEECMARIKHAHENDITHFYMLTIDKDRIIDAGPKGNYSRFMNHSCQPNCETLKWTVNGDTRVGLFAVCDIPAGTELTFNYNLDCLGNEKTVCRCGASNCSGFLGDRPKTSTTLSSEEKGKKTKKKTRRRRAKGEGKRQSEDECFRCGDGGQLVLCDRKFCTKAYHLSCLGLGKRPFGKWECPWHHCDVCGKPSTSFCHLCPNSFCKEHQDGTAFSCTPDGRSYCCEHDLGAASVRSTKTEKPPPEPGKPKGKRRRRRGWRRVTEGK
SR-BI uptake up = activators of SR-BI mediated DiI-HDL uptake, primary screen, ldlA[mSR-BI] CHO cells, DiI fluorescence; 3 h; 100 = double the neutral-control signal; activation, % at 12.5 µM; 320,000 compounds, 0.096% hits; AID 504775, 2011;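 active = mean replicate activation of at least 60% and every replicate at or above 60%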;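 also: 0% = median plate neutral-control signal and 100% = twice that signal; values of inactives mirror those of a sister screen read the other way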
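Test system: SR-BI-overexpressing, LDLR-lacking CHO cells; Medium: Ham's F12 with 0.5% BSA, HEPES 25 mM, pH 7.4; Schedule: 3 h, 37 °C; Technique: bottom-read fluorescence, 550/595 nm.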
MITF act = activators of MITF-driven TRPM1 promoter reporter, primary screen, cell-based, SK-MEL-5, luciferase, single point | activation, % at 12.5 µM | 300,000 compounds, 0.75% hits | SK-MEL-5 TRPM1-promoter luciferase, 24 h; % of positive control, neutral wells = 0 | AID 588334, 2011;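 active = mean activation of at least 80% with every replicate also reaching 80%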;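 also: 0% = neutral control wells and 100% = parthenolide positive control wells; values of inactives mirror those of a sister screen read the other way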
CDK5 p35 inh = inhibitors of human CDK5/p35 kinase, primary screen, biochemical, single concentration. Recombinant CDK5/p35, ADP-Glo luminescence, 60 min. inhibition, % at 10 µM. 330,000 compounds, 0.01% hits;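 active = highest replicate inhibition of at least 50% and at least 75% of replicates reaching 50%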;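 also: plate controls were DMSO neutral control for no effect and GW8510 at 10 µM for full effect; many of its hits are not listed in these tables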
SR-BI DiI inh = inhibitors of SR-BI mediated HDL lipid uptake, primary screen, ldlA[mSR-BI] cells, fluorescence, single point | Scavenger receptor class B member 1 (Mus musculus), Q61009 | ldlA[mSR-BI] CHO cells, DiI-HDL uptake fluorescence, 3 h | inhibition, % at 12.5 µM | 320,000 compounds, 0.96% hits | AID 488896, 2010;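 active = mean replicate inhibition of at least 70% and a set share of replicates each scoring 70 or more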;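 also: 0% = median of neutral control wells and 100% = median of positive control wells; values of inactives mirror those of a sister screen read the other way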
dFosB act = activators of delta FosB homodimer, primary screen, biochemical, fluorescence polarization, TAMRA-CDK5 oligo, single point. Protein FosB (Mus musculus), P13346. purified delta FosB; percent of positive-control signal above neutral wells. activation, % at 25 µM. 340,000 compounds, 0.99% hits;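 active = mean activation above about 17%, with every replicate also reaching it, limit read from the data, passing the limit was not always enough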;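 also: fluorescence polarization rise as delta FosB binds a TAMRA Cdk5 AP-1 oligo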
Mot1-301 SUMO = yeast Mot1-301 growth rescue at high temperature, primary screen, SUMOylation pathway inhibitor project, S. cerevisiae, ATP luminescence, 38.5C | S. cerevisiae Mot1-301 growth rescue; percent above DMSO median, 100 means doubled | growth rescue, % at 18.8 µM | 320,000 compounds, 1% hits;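 active = every valid replicate shows activation above 250% relative to neutral control wells; inactive = the rest, any valid replicate at or below 250%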;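 also: OY570 slx delta 5 strain wells were the positive control but not used for scaling; some compounds called inactive have numbers as strong as hits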
Numbers without * were called inactive; · = not tested or not shown.

SMILES | PKA-R1A activ | Arr AP2 block | PKA-R2B act | DSG3 Ab inh | NSD2 HMT inh | SR-BI uptake up | MITF act | CDK5 p35 inh | SR-BI DiI inh | dFosB act | Mot1-301 SUMO
CCOC(=O)c1cccnc1SCC(=O)NC(C)CC (stereo not drawn) | 5.2 | 5.2 | -4.3 | 103.4 | -4.6 | -7.1 | 5.5 | -1.2 | 7.1 | -4.4 | 6.0
FC(F)(F)c1cccc(Cn2nnnc2-c2cccc(C(F)(F)F)c2)c1 | -7.9 | 5.0 | -0.1 | 94.6 | -1.6 | 18.8 | 2.0 | -2.2 | -18.8 | -10.1 | -31.4
CC(C)(C)c1nnc2sc(SCCN3C(=O)c4ccccc4C3=O)nn2c1=O | 4.5 | -6.7 | -0.6 | 102.2 | -4.7 | -21.7 | · | 4.8 | 21.7 | -7.4 | 30.8
COc1ccc(C)cc1NC(=O)CSc1cccc[n+]1[O-] | 3.9 | 6.2 | 4.3 | · | -2.0 | 9.9 | -9.3 | -5.4 | -9.9 | 6.3 | 5.7
CC1(C)CC(=O)C=C(/C=C/c2ccccc2)C1 | -8.8 | -8.6 | -11.1 | 102.5 | · | -6.9 | 36.2 | -0.1 | 6.9 | -5.2 | -11.4
CCOC(=O)C1=CN(Cc2cccc(-c3cccnc3)c2)S(=O)(=O)N(C)C1C (stereo not drawn) | -5.8 | 11.1 | 6.7 | 94.4 | · | -7.8 | -3.3 | 3.1 | 7.8 | -10.5 | ·
Cc1cc(=O)oc(C)c1C(=O)NCC1CCCO1 (stereo not drawn) | -5.3 | -6.9 | 1.0 | 100.8 | 8.7 | -17.1 | · | 1.5 | 17.1 | -2.0 | -10.7
Cc1ccc(S[C@@H](CCN2CC[C@H](NC(=O)OCc3ccccc3)CCC2=O)c2ccccc2)cc1 | -1.3 | 10.4 | -20.1 | 105.7 | · | -23.0 | -9.0 | 0.2 | 23.0 | -6.8 | -4.2
Cc1ccc(OCC(=O)N2CCN(C(=O)c3ccco3)CC2)cc1 | 5.9 | 14.5 | 14.5 | · | · | 0.1 | -8.4 | 0.7 | -0.1 | -4.6 | -2.6
COc1ccc(C(=O)N2CCCCCC2)cc1S(=O)(=O)N1CCOCC1 | -0.4 | -44.8 | 12.8 | 110.4 | -3.7 | 20.8 | -5.2 | 2.3 | -20.8 | -2.3 | 281.1
CCN(CC)S(=O)(=O)c1ccc(N2CCCC2)c(NS(=O)(=O)c2ccc(OC)cc2)c1 | -4.2 | 0.0 | 2.0 | 101.4 | -1.8 | 17.0 | -1.4 | -1.3 | -17.0 | -7.8 | 0.0
O=C(NCc1ccco1)c1ccccc1-c1nc(-c2ccc(F)cc2)no1 | -0.7 | 16.5 | 11.8 | 113.0 | -0.6 | 4.4 | -2.6 | 1.6 | -4.4 | -2.2 | -11.1
CC[C@]12c3[nH]c4ccc(OC)cc4c3CCN1C(=O)C(CC(=O)NCC13CC4CC(CC(C4)C1)C3)C[C@@H]2C(=O)N1CCN(C(=O)C2CC2)CC1 (stereo partly drawn) | -2.1 | 4.2 | 0.1 | 99.7 | · | 2.4 | -1.7 | 1.0 | -2.4 | -15.3 | ·
CC(C)(O)C#Cc1ccc(C(=O)N2CCN(C(=O)c3ccco3)CC2)cc1 | -5.1 | -8.4 | -9.5 | 107.3 | -1.5 | -11.1 | · | -0.3 | 11.1 | -8.8 | ·
O=C(CCC(=O)N(CC(=O)NC1CCCC1)C1CCCCC1)Nc1ccccn1 | -1.2 | -4.5 | -1.2 | 94.9 | 0.9 | -6.4 | 11.7 | 0.9 | 6.4 | -0.5 | 0.1
CCOC(=O)C1=C(CSc2n[nH]c(N)n2)NC(=O)NC1C (stereo not drawn) | 1.9 | 8.6 | 3.9 | 93.2 | -1.7 | 14.9 | · | -0.5 | -14.9 | -5.3 | -21.4
Cc1ccc(S(=O)(=O)NCC(=O)NCCc2c[nH]c3ccccc23)cc1C | -15.5 | -20.9 | -7.7 | 112.5 | -1.2 | -4.8 | -24.2 | -1.1 | 4.8 | -3.2 | -8.1
Cc1cc(NC(=O)CCC2COc3ccccc3O2)no1 (stereo not drawn) | 2.0 | 5.0 | -2.3 | 101.6 | -0.3 | 5.8 | · | 0.5 | -5.8 | 2.5 | -0.4
COc1ccc(CCN2CC(C(=O)N3CCN(C(C)=O)CC3)CCC2=O)cc1 (stereo not drawn) | 7.4 | 27.0 | 6.2 | 101.8 | -2.7 | 8.3 | -12.1 | -0.2 | -8.3 | 4.5 | 12.4
C=CCn1c(Oc2ccc(C(=O)OC)cc2)nc2c1c(=O)n(C)c(=O)n2C | -7.9 | 1.8 | -4.7 | 99.2 | -4.2 | -0.1 | -0.4 | 1.8 | 0.1 | 2.7 | -3.9
CN1CCN(C(=O)c2cc(Br)cn2C)CC1 | 6.7 | -4.2 | -4.1 | 91.1 | 2.5 | 4.0 | -21.4 | -0.7 | -4.0 | -2.1 | 77.6
CC(C)Oc1ccc(C(=O)Nc2cccc3cccnc23)cc1 | -8.1 | 0.1 | -6.2 | 101.1 | -2.0 | 18.2 | 17.2 | -2.5 | -18.2 | -10.5 | 150.0
COc1cc2c(c(OC)c1CC=C(C)C)C[C@H](c1ccc(O)cc1O)CO2 | -0.2 | -2.3 | 5.3 | 99.1 | · | -31.4 | -0.6 | -0.9 | 31.4 | 7.2 | -26.0
CCNC(=O)Cn1c(=O)c(=O)n(Cc2ccccc2)c2ccc(Cl)cc21 | -2.1 | 7.1 | -2.6 | 102.5 | -1.6 | 3.2 | -8.5 | -1.2 | -3.2 | -5.5 | 5.4
CCN(CC)C(=O)[C@H]1C[C@H](CC(=O)NC(C)(C)C)C(=O)N2CCc3c([nH]c4ccc(Cl)cc34)[C@]12C | 1.3 | -8.3 | -13.0 | 99.8 | · | -9.3 | 5.0 | -0.2 | 9.3 | -15.8 | ·
COc1cccc(CN2CCN(C(=O)c3cccc(OC)c3)CC2)c1 | 2.1 | -10.4 | 4.2 | 96.7 | 1.8 | 0.4 | -5.5 | 1.8 | -0.4 | -9.9 | 9.2
O=C(C1=C[C@@H](c2ccc3c(c2)OCO3)C[C@@H](OCCCCO)O1)N1CCN(Cc2ccc3c(c2)OCO3)CC1 | -12.6 | 3.3 | -15.5 | 99.1 | · | 14.5 | 16.9 | 0.7 | -14.5 | 6.1 | -7.9
COc1cccc(NC(=O)NNC(=O)c2ccc3c(c2)NC(=O)C(C)(C)O3)c1 | -8.7 | 3.6 | -0.9 | · | -0.1 | 0.2 | 3.1 | -9.1 | -0.2 | -5.2 | 167.8
CC1CC(C)CN(S(=O)(=O)N2CCCC(C(=O)NCCCN3CCOCC3)C2)C1 (stereo not drawn) | 2.0 | -2.1 | 4.8 | 101.6 | 0.9 | -0.7 | 3.4 | · | 0.7 | -8.0 | 4.8
O=[N+]([O-])c1ccc2c(c1)C(O)n1ncnc1S2 (stereo not drawn) | -7.3 | 12.2 | -3.3 | 93.0 | 6.5 | -2.8 | -7.3 | 0.6 | 2.8 | -4.2 | 171.0
Cc1c(NC(=O)CN2C(=O)NC3(CCCCC3)C2=O)c(=O)n(-c2ccccc2)n1C | 1.6 | 35.2 | 6.7 | · | 9.4 | 24.1 | -5.5 | -0.9 | -24.1 | -5.4 | 3.5
CCNC(=S)NNC(=O)c1ccc(OC)cc1 | 1.8 | 17.6 | 0.0 | 101.7 | 0.3 | 19.7 | 9.6 | -5.2 | -19.6 | -7.5 | 5.1
NS(=O)(=O)c1ccc(CCNC(=O)CNC(=O)c2ccccc2F)cc1 | 6.2 | 3.7 | 1.9 | · | · | · | -5.0 | -1.6 | · | 0.0 | 12.1
Cc1ccc(/C=N/n2c(C)n[nH]c2=S)o1 | -0.6 | 0.0 | -2.0 | 98.8 | -3.7 | 12.1 | -11.8 | -0.2 | -12.1 | 6.5 | -5.2
Cc1ccc(/C=N/NC(=O)Nc2ccccc2)o1 | 2.3 | 0.3 | 3.0 | 103.8 | -0.6 | -11.4 | 54.4 | -0.1 | 11.4 | -3.1 | -5.4
NC(=S)Nc1nccc(-c2cccs2)n1 | -4.5 | 9.3 | -6.5 | 97.8 | -0.7 | -16.6 | 30.1 | 2.4 | 16.6 | -6.3 | -15.9
Cc1csc2ncc(C(=O)N3c4ccccc4CC3C)c(=O)n12 (stereo not drawn) | -4.9 | 0.6 | 9.2 | 108.1 | · | 3.6 | -19.4 | 0.7 | -3.6 | -9.3 | -8.4
Nc1ccc(C(=O)N2N=C(c3ccc(F)cc3)CC2(O)C(F)(F)F)cc1 (stereo not drawn) | 11.7 | 24.0 | -7.2 | 104.6 | -3.4 | -13.6 | -2.9 | 1.0 | 13.6 | 9.1 | 236.0
COc1ccc(Cc2nc(N)nc(N)n2)cc1 | -7.5 | -1.3 | -1.9 | 105.7 | 0.0 | 11.5 | 8.9 | -1.3 | -11.5 | 6.7 | 173.5
CC(C)CC1NC(=S)N(C2CCCCC2)C1=O (stereo not drawn) | -1.6 | 4.2 | -11.3 | 113.8 | -1.3 | -16.3 | · | -2.0 | 16.3 | 1.4 | 3.2
